# AddAB inh = growth inhibition of E. coli expressing H. pylori AddAB, primary screen, AddAB inhibitor project, absorbance; inhibition, % at 11.9 µM; 330,000 tested, 0.29% active; in the data active means inhibition above about 12%;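 further: 0% = vehicle wells of infected cells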
# Ecoli viability = E. coli V3065 growth inhibition, primary screen, counter-screen for AddAB inhibitor project, absorbance, OD600. 330,000 tested, 0.27% active. 18 h. inhibition, % at 11.9 µM;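 active means inhibition above the campaign's mean inhibition across all tested compounds plus 3 SD, cut at about 9.9% in these data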;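 further: uninfected addAB+ strain grown without phage in ampicillin broth; 0% = DMSO wells and 100% = ciprofloxacin 0.95 µg/ml wells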
# CAL PDZ FP-1 = untagged CAL PDZ binding inhibitors, primary screen, biochemical, fluorescence polarization, HTS. 300,000 tested, 0.92% active. purified CAL PDZ, TMR-peptide fluorescence polarization, 1 h. inhibition, % at 24.9 µM. AID 602252, 2012;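 active means mean inhibition of at least 30% with at least half of replicates also reaching 30%; inconclusive means no clear call, values can overlap the other calls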;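 further: 0% = DMSO neutral control and 100% = excess unlabeled competitor peptide PRC23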
# SR-BI DiI inh = inhibitors of SR-BI mediated HDL lipid uptake, primary screen, ldlA[mSR-BI] cells, fluorescence, single point | 320,000 tested, 0.96% active | Scavenger receptor class B member 1 (Mus musculus), Q61009 | ldlA[mSR-BI] CHO cells, DiI-HDL uptake fluorescence, 3 h | inhibition, % at 12.5 µM;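 active means mean replicate inhibition of at least 70% and a set share of replicates each scoring 70 or more; inconclusive means meets just one of the two criteria; inactive means fails both criteria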;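 further: 0% = median of neutral control wells and 100% = median of positive control wells; values of inactives mirror those of a sister screen read the other way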
# Target sequence (Q61009 whole entry, looked up): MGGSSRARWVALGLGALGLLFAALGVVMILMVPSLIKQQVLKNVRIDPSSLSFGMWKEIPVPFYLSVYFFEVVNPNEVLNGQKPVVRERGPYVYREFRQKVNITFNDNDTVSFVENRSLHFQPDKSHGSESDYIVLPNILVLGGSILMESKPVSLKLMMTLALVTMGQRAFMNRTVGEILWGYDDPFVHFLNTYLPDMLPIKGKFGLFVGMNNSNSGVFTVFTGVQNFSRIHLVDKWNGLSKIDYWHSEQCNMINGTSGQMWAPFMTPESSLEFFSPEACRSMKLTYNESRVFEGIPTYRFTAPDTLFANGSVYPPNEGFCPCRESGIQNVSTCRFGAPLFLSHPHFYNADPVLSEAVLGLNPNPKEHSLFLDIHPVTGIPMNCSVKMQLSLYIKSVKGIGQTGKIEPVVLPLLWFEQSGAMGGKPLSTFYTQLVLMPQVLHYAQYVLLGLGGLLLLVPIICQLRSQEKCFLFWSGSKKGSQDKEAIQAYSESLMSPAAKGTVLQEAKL
# CAL PDZ FP-2 = CAL PDZ peptide-binding inhibitors, primary screen, biochemical, fluorescence polarization, Cer-tagged CAL PDZ, HTS; purified CAL PDZ, TMR-peptide fluorescence polarization, 1 h; inhibition, % at 20 µM; 330,000 tested, 0.02% active; AID 504414, 2011;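 active means highest replicate inhibition of at least 40%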;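 further: plate controls were DMSO neutral control wells for no effect and unlabeled competitor peptide control wells for full effect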
#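 System: tagged CAL PDZ domain. Schedule: 1 h room-temperature incubation prior to read. Signal: fluorescence polarization (mP). Measure: percent inhibition from loss of millipolarization.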
# phage Ecoli inh = growth loss of phage-infected E. coli, primary screen, RecBCD inhibitor project, absorbance, with phage, HTS. inhibition, % at 11.9 µM. 360,000 tested, 0.26% active. AID 651602, 2012; in the data active means inhibition above about 11%
# SR-BI uptake up = activators of SR-BI mediated DiI-HDL uptake, primary screen, ldlA[mSR-BI] CHO cells, DiI fluorescence | 320,000 tested, 0.096% active | 3 h; 100 = double the neutral-control signal | activation, % at 12.5 µM;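 active means mean replicate activation of at least 60% and every replicate at or above 60%; inconclusive means mean or all-replicate condition met, but not both; inactive means mean below 60% and not all replicates reaching 60%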;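 further: 0% = median plate neutral-control signal and 100% = twice that signal; values of inactives mirror those of a sister screen read the other way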
#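 Material: SR-BI-overexpressing, LDLR-lacking CHO cells; schedule: compound exposure 3 h, 37 °C; reagent: DiI-labelled HDL at 10 µg/mL final; technique: bottom-read fluorescence, 550/595 nm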
# MITF TRPM1 HTS = activators of MITF-driven TRPM1 promoter reporter, primary screen, cell-based, SK-MEL-5, luciferase, single point; SK-MEL-5 TRPM1-promoter luciferase, 24 h; % of positive control, neutral wells = 0; activation, % at 12.5 µM; 300,000 tested, 0.75% active;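 active means mean activation of at least 80% with every replicate also reaching 80%; inconclusive means mean reaches 80% but some replicate falls short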;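 further: 0% = neutral control wells and 100% = parthenolide positive control wells; values of inactives mirror those of a sister screen read the other way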
# Wnt bcat act = Wnt/beta-catenin pathway activators, primary screen, cell-based, plate reader, single point; Wnt/beta-catenin reporter cell assay, activator; activation, % at 9.35 µM; 300,000 tested, 1.2% active; AID 743398, 2014; in the data active means activation above about 30%, passing the limit was not always enough; inconclusive means no clear call, values can overlap the other calls;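 further: 0% = neutral control wells and 100% = positive control wells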
# Tat export inh = E. coli Tat export inhibitors, primary screen, MC4100, TorA-mCherry reporter, fluorescence, single point; AID 488895, 2010; 340,000 tested, 0.036% active; inhibition, % at 10 µM;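 active means mean replicate inhibition at least 50% and at least half of replicates individually reaching 50%; inconclusive means only one of the two criteria met; inactive means neither criterion met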;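 further: exported cargo escapes ClpAP degradation while cytoplasmic cargo is degraded and loses fluorescence; 0% = median of neutral control wells and 100% = median of NaSCN control wells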
# The depositor's hits bear a star; ? = inconclusive; / = no result given.
SMILES,AddAB inh,Ecoli viability,CAL PDZ FP-1,SR-BI DiI inh,CAL PDZ FP-2,phage Ecoli inh,SR-BI uptake up,MITF TRPM1 HTS,Wnt bcat act,Tat export inh
CN1c2ccsc2C(O)=C(C(=S)Nc2ccc(F)c(Cl)c2)S1(=O)=O,-2.0,1.1,-4,20,-1.1,2.4,-20,-2,/,2
CC(=O)c1c(C)[nH]c(C(=O)Nc2cccc(S(=O)(=O)N(C)c3ccccc3)c2)c1C,2.8,1.9,-3,80*,-3.1,0.6,-80,2,-1,3
CC(C)Cn1c(SCC(=O)c2ccc(Cl)s2)nnc1-c1ccco1,7.0,0.7,-3,43,-1.2,1.7,-43,3,/,-8
CCCCN(C)CCCNC(=O)CS(=O)Cc1nc(-c2ccc(OC)c(OC)c2)oc1C (centres undefined),-0.2,1.8,0,-5,0.5,1.8,5,/,-8,-7
CCN(CC(=O)Nc1cc(Cl)ccc1C)C(=O)C1CC1,1.8,-0.9,/,-17,1.5,0.4,17,-3,-3,4
CC1=CCC[C@H]2[C@H](C1)C(=O)C[C@@H](C)[C@]2(C)CC/C(=C/CO)CO,2.6,0.4,2,10,0.0,1.7,-10,/,-1,11
Cc1ccc(OC(=O)c2ccccc2)cc1C,/,/,7,-7,-0.1,1.8,7,32,-3,0
O=C(CSCc1ccc(Cl)cc1)Nc1ccc(O)cc1C(=O)O,-0.8,-0.8,3,-11,-0.4,-0.2,11,/,0,12
N#Cc1nc(-c2ccccc2)oc1NCC1CCCO1 (centres undefined),3.1,-2.6,-8,-23,-1.2,2.2,23,9,-1,10
O=C(Cc1ccccc1)Nn1c(-c2ccccc2F)nc2ccccc2c1=O,1.3,-1.5,-1,-10,-3.0,2.5,10,0,-1,-2
CS(=O)(=O)N1CCc2cc(C(=O)O)ccc21,5.0,2.6,-3,-12,0.1,0.7,12,-1,/,4
COc1ccc2o/c(=N/NC(=O)c3cccs3)c(C(N)=O)cc2c1,-1.6,1.1,-5,24,-3.5,4.6,-24,78,-1,5
Cc1nc2ccccc2c(=O)n1-c1ccc(NS(=O)(=O)c2ccc(F)cc2)cc1,-0.6,-1.8,-6,-16,-1.5,2.4,16,3,-5,-7
CCCCC(O)(c1ccccc1)C(CN1CCOCC1)c1ccccc1 (centres undefined),/,/,3,-1,-1.0,2.4,1,/,-6,-7
COc1ccc(NC(=O)N(C)C[C@H]2Oc3ccc(NS(=O)(=O)c4cccs4)cc3C(=O)N([C@H](C)CO)C[C@@H]2C)cc1,0.1,-1.2,0,-3,-1.0,4.1,3,17,-1,-1
Cc1ccc(OCc2nnc(N)s2)cc1,0.9,-0.9,-1,9,1.0,3.5,-9,18,0,9
NC(=O)c1ccc(NC(=O)CN2CCN(c3ccc(Cl)cc3)CC2)cc1,2.0,-0.9,1,-3,-1.6,2.9,3,13,-2,-3
CC(C)c1ccccc1NC(=S)N1CCN(Cc2ccc3c(c2)OCO3)CC1,2.9,1.4,3,1,-0.8,-1.1,-1,-16,1,-10
CC(C)c1ccc(NC2CCCN(C(=O)c3ccc4nccnc4c3)C2)cc1 (centres undefined),3.4,2.6,-5,1,-2.0,-8.8,-1,2,-1,-4
Cc1ccccc1NCN1C(=O)C2C3C=CC(C3)C2C1=O (centres undefined),-1.9,-0.1,-3,5,-0.9,3.7,-5,-8,-1,6
O=C(NCc1ccc(N2CCCC2=O)cc1)c1cccc(Cl)c1,4.6,0.2,-3,-7,-4.1,-0.5,15,-15,-3,-12
CSc1ncc(C(=O)Nc2cccc(Cl)c2C)c(C)n1,1.2,-1.0,13,3,-1.1,2.8,-3,11,0,-6
O=C1c2ccccc2C(=O)N1CCCCn1c(=O)oc2ccccc21,3.8,1.6,/,9,-1.2,3.3,-9,4,/,2
O=C(O)CCC(=O)N1N=C(c2ccccc2)CC1c1ccc2c(c1)OCO2 (centres undefined),/,/,/,-11,-2.8,2.9,11,-10,1,-4
O=C(NCc1cccs1)c1cc(-c2ccccc2)nn1CC1CC(c2cccnc2)=NO1 (centres undefined),1.6,-1.0,-3,-2,0.2,4.8,2,1,-4,-14
CC(=O)Nc1nc(C)c(-c2csc(Nc3ccc(S(N)(=O)=O)cc3)n2)s1,-1.1,-1.0,6,24,0.1,0.6,-24,1,3,-4
CCCS(=O)(=O)N1CCN(C(=O)COc2ccccc2)CC1,5.7,3.2,-4,-1,0.6,3.9,1,/,-1,8
CC(=O)Nc1ccc(S(=O)(=O)NCCC(=O)OCc2csc(CC(=O)Nc3ccccc3C)n2)cc1,1.6,-0.7,4,-8,-2.2,-2.7,8,-1,-5,0
CN1CCN(C(=O)C2=C[C@@H](c3ccc(Br)cc3)C[C@@H](OCc3ccc(CO)cc3)O2)CC1,1.1,-1.8,-2,12,-0.6,2.0,-12,14,-4,-1
Cc1cc(C)c(C(=O)CC(=O)c2cccnc2)c(C)c1,/,/,-6,11,0.0,1.6,-11,-13,0,-9
Cc1cc(NC(=O)CCS(=O)(=O)c2ccc3c(c2)NC(=O)C(C)S3)ccc1Br (centres undefined),0.2,-0.4,2,1,-0.1,/,-1,-9,/,-1
COc1ccc(-c2csc(NC(=O)c3ccc(OCC(=O)N4CCOCC4)c(OC)c3)n2)cc1,-1.6,-2.0,-7,48,-3.5,1.9,-48,-16,2,2
COc1ccc(N(C)S(=O)(=O)c2ccc3c(c2)CCC(=O)N3)cc1,2.6,2.5,1,-14,-1.7,3.1,14,-6,-2,-2
Cc1ccc(C)c(OC(C)C(=O)Nc2ccc(S(=O)(=O)Nc3nccs3)cc2)c1 (centres undefined),1.4,-1.8,-5,10,-2.1,0.4,-10,1,0,-6
COc1cc(CCCN2C(N)=NC[C@@H]2Cc2ccc(O)cc2)cc(OC)c1OC,4.2,-1.0,-6,-3,2.1,-0.2,3,9,1,-11
O=C(Nc1cccc(C(F)(F)F)c1)c1cnccn1,1.0,-4.2,2,-11,-1.0,4.9,11,11,-1,-4
CCOC(=O)c1cnc(SCC(=O)c2ccccc2)nc1N,-2.1,-0.1,/,-22,0.0,4.5,22,97*,/,-6
O=C(c1ccccn1)N1CCN(S(=O)(=O)c2cccc(Br)c2)CC1,-0.6,-1.5,-4,-22,0.0,6.0,22,2,2,2
CN(C)c1ccc(C(=S)N2CCN(S(=O)(=O)c3ccccc3)CC2)cc1,0.8,-1.4,0,26,-1.1,0.3,-26,-17,0,-1
O=C(c1ccco1)N1CCN(C(=O)N2CCOCC2)CC1,-1.6,-2.0,-1,-1,-0.2,-0.5,1,8,/,-9
CC1(C)CCC(=O)N(c2ccccc2)C1=O,1.5,-2.5,-1,-54,0.8,4.1,54,-19,-1,24
CC(=O)C1=C(C)N=c2s/c(=C/c3ccc4c(c3)OCO4)c(=O)n2C1c1ccc(N(C)C)cc1 (centres undefined),/,/,-2,/,-2.4,1.8,/,8,9,-4
COc1ccc(NC(=O)Nc2cccc([N+](=O)[O-])c2)cc1Cl,1.9,-0.9,-3,33,-0.7,5.8,-33,36,5,2
CCN(CC)C(=O)/C(=C\c1ccc(Br)cc1)NC(=O)c1ccccc1OC,-0.1,-3.2,-1,-1,-2.7,-0.6,1,11,/,0
CCN(CC(=O)Nc1ccc(C(C)=O)cc1)CC(=O)Nc1cccc(OC)c1,-1.4,0.2,-8,17,-3.5,0.1,-17,4,-1,-3
CC(=O)NC(=S)NNC(=O)c1ccc(Br)cc1,-2.6,-5.0,/,-12,-0.3,4.4,12,4,2,11
CC(=O)OCC[C@H](NS(=O)(=O)OCC(Cl)(Cl)Cl)c1ccccc1,-1.0,-0.4,-4,-11,0.6,1.3,11,1,-2,-14
CC(=O)/C(C(=N)N1CCN(Cc2ccccc2)CC1)=C(\C)O,2.7,-0.2,4,/,-1.9,-1.5,/,4,-2,0

# Ordered by formula weight (highest first): part of the list above.
SMILES,AddAB inh,Ecoli viability,CAL PDZ FP-1,SR-BI DiI inh,CAL PDZ FP-2,phage Ecoli inh,SR-BI uptake up,MITF TRPM1 HTS,Wnt bcat act,Tat export inh
CC(=O)C1=C(C)N=c2s/c(=C/c3ccc4c(c3)OCO4)c(=O)n2C1c1ccc(N(C)C)cc1 (centres undefined),/,/,-2,/,-2.4,1.8,/,8,9,-4
CCN(CC(=O)Nc1ccc(C(C)=O)cc1)CC(=O)Nc1cccc(OC)c1,-1.4,0.2,-8,17,-3.5,0.1,-17,4,-1,-3
CCOC(=O)c1cnc(SCC(=O)c2ccccc2)nc1N,-2.1,-0.1,/,-22,0.0,4.5,22,97*,/,-6
CC(=O)/C(C(=N)N1CCN(Cc2ccccc2)CC1)=C(\C)O,2.7,-0.2,4,/,-1.9,-1.5,/,4,-2,0
O=C(c1ccco1)N1CCN(C(=O)N2CCOCC2)CC1,-1.6,-2.0,-1,-1,-0.2,-0.5,1,8,/,-9

# Next structures.
SMILES,AddAB inh,Ecoli viability,CAL PDZ FP-1,SR-BI DiI inh,CAL PDZ FP-2,phage Ecoli inh,SR-BI uptake up,MITF TRPM1 HTS,Wnt bcat act,Tat export inh
Oc1[nH]c2ccccc2c1N=Nc1ccc(F)cc1,1.1,-2.0,2,-38,1.4,3.3,38,47,?,0
Cc1ccc(C2CC(c3ccccc3)n3ncnc3N2)cc1 (centres undefined),3.2,-1.5,/,-7,-0.3,1.2,7,/,3,?
CCOC(=O)c1cccc(NC(=O)Nc2ccc(OCC)cc2)c1,4.7,3.4,1,29,-9.3,6.8,-29,35,12,3
CCOc1ccc(C(=O)OCC(=O)NCc2ccco2)cc1OCC,4.8,0.0,2,0,-2.1,1.3,0,-5,/,-2

# MITF TRPM1 HTS: entries above that show a hit.
Molecule	CAL PDZ FP-1	SR-BI DiI inh	CAL PDZ FP-2	phage Ecoli inh	SR-BI uptake up	MITF TRPM1 HTS	Wnt bcat act	Tat export inh
CCOC(=O)c1cnc(SCC(=O)c2ccccc2)nc1N	/	-22	0.0	4.5	22	97*	/	-6

# Bioassay records from PubChem.
